# SR-BI HDL uptake – inhibitors of SR-BI mediated HDL lipid uptake, primary screen, ldlA[mSR-BI] cells, fluorescence, single point. Scavenger receptor class B member 1 (Mus musculus), Q61009. ldlA[mSR-BI] CHO cells, DiI-HDL uptake fluorescence, 3 h. inhibition, % at 12.5 µM. actives 0.96% (n = 320,000). AID 488896, 2010;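 active = mean replicate inhibition of at least 70% and a set share of replicates each scoring 70 or more; inconclusive = meets just one of the two criteria; inactive = fails both criteria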;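 also: 0% = median of neutral control wells and 100% = median of positive control wells; values of inactives mirror those of a sister screen read the other way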
# Target sequence (Q61009 whole entry, looked up): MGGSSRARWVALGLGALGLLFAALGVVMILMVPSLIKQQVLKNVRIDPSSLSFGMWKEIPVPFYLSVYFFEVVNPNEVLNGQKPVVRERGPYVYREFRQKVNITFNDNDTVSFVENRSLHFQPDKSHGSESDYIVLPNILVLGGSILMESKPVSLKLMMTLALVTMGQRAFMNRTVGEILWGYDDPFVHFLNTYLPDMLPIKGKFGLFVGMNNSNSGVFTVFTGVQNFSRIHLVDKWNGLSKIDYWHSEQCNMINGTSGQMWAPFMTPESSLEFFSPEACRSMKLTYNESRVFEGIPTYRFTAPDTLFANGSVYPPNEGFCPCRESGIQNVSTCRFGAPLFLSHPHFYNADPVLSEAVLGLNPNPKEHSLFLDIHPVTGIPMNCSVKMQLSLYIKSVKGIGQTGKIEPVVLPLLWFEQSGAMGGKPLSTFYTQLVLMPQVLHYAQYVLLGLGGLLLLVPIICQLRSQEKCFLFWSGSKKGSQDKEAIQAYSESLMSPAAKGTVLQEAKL
# Rtt109 Vps75 – inhibitors of C. albicans Rtt109/Vps75 HAT, primary screen, biochemical, ThioGlo CoA-SH fluorescence, plate reader | Histone acetyltransferase RTT109 (Candida albicans (strain SC5314 / ATCC MYA-2876)), … | purified Rtt109/Vps75, 4 h | inhibition, % at 34.9 µM | actives 0.16% (n = 330,000) | AID 540336, 2011;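 active = inhibition of at least 50% in every replicate; inconclusive = best replicate reaches 50% inhibition but some replicates fall short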
# Target sequence (Q5AAJ8 whole entry, looked up): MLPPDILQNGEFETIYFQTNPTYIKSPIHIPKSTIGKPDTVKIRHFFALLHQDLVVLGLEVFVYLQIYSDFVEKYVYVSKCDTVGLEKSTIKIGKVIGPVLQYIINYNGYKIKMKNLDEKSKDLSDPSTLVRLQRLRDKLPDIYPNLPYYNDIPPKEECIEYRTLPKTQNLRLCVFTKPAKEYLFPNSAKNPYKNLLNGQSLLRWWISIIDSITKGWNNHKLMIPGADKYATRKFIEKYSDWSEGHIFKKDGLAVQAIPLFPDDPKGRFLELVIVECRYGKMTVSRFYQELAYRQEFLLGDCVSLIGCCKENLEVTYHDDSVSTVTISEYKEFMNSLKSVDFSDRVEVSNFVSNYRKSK
# PfHsp90 yeast 2 – growth inhibition of PfHsp90-expressing yeast, primary screen, antimalarial PfHsp90 inhibitor project, S. cerevisiae, BacTiter-Glo luminescence, single point, set 2. BacTiter-Glo ATP, 48 h; yeast lacking PDR1 and PDR3 efflux regulators. inhibition, % at 9.4 µM. actives 0.32% (n = 310,000). AID 504621, 2011;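 active = every replicate shows inhibition above about 80%, whatever the replicate mean, limit read from the data; inconclusive = mean inhibition reaches the set limit but some replicate falls short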;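 also: 0% = DMSO neutral controls and 100% = 20 µM radicicol positive controls; yeast relying on Plasmodium falciparum Hsp90 in place of its own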
# MITF act – activators of MITF-driven TRPM1 promoter reporter, primary screen, cell-based, SK-MEL-5, luciferase, single point | SK-MEL-5 TRPM1-promoter luciferase, 24 h; % of positive control, neutral wells = 0 | activation, % at 12.5 µM | actives 0.75% (n = 300,000) | AID 588334, 2011;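 active = mean activation of at least 80% with every replicate also reaching 80%; inconclusive = mean reaches 80% but some replicate falls short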;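 also: 0% = neutral control wells and 100% = parthenolide positive control wells; values of inactives mirror those of a sister screen read the other way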
# PvdQ inh – P. aeruginosa PvdQ acylase inhibitors, primary screen, biochemical, fluorescence, plate reader and imaging, single point; PvdQ acylase [Pseudomonas aeruginosa LESB58]; purified PvdQ acylase; inhibition, % at 10 µM; actives 0.063% (n = 340,000); in the data active = inhibition above about 30%, passing the limit was not always enough; inconclusive = no clear call, values can overlap the other calls;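 also: 0% = vehicle neutral wells and 100% = reference inhibitor wells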
# NSD2 HMT inh – NSD2 histone methyltransferase inhibitors, primary screen, biochemical, AlphaScreen, single concentration, set 2 | inhibition, % at 12.5 µM | Histone-lysine N-methyltransferase NSD2 (Homo sapiens), O96028 | actives 0.54% (n = 310,000) | NSD2 peptide methylation, 120 min; in the data active = inhibition above about 50%
# dFosB act – activators of delta FosB homodimer, primary screen, biochemical, fluorescence polarization, TAMRA-CDK5 oligo, single point | Protein FosB (Mus musculus), P13346 | purified delta FosB; percent of positive-control signal above neutral wells | activation, % at 25 µM | actives 0.99% (n = 340,000);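 active = mean activation above about 17%, with every replicate also reaching it, limit read from the data, passing the limit was not always enough; inconclusive = only one of the two conditions met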;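 also: fluorescence polarization rise as delta FosB binds a TAMRA Cdk5 AP-1 oligo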
# SR-BI DiI-HDL act – activators of SR-BI mediated DiI-HDL uptake, primary screen, ldlA[mSR-BI] CHO cells, DiI fluorescence; 3 h; 100 = double the neutral-control signal; activation, % at 12.5 µM; actives 0.096% (n = 320,000); AID 504775, 2011;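 active = mean replicate activation of at least 60% and every replicate at or above 60%; inconclusive = mean or all-replicate condition met, but not both; inactive = mean below 60% and not all replicates reaching 60%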;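 also: 0% = median plate neutral-control signal and 100% = twice that signal; values of inactives mirror those of a sister screen read the other way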
#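 Material – SR-BI-overexpressing, LDLR-lacking CHO cells · Medium – BSA-supplemented, HEPES-buffered Ham's F12, pH 7.4 · Doses – single concentration · Times – compound with DiI-HDL co-incubation, 3 h at 37 °C · Measured by – bottom-read fluorescence, 550/595 nm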
# CAL PDZ FP-1 – CAL PDZ peptide-binding inhibitors, primary screen, biochemical, fluorescence polarization, Cer-tagged CAL PDZ, HTS. purified CAL PDZ, TMR-peptide fluorescence polarization, 1 h. Golgi-associated PDZ and coiled-coil motif-containing protein (Homo sapiens), Q9HD26. AID 504414, 2011. inhibition, % at 20 µM. actives 0.02% (n = 330,000);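 active = highest replicate inhibition of at least 40%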;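 also: plate controls were DMSO neutral control wells for no effect and unlabeled competitor peptide control wells for full effect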
#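 Material – purified CerCALP PDZ construct · Detection – FP readout, S and P plane fluorescence · Measure – percent inhibition from loss of millipolarization · Controls – unlabelled peptide for full inhibition, DMSO wells as neutral · Probe or stimulus – TMR-labelled reporter peptide T*-PRC34 bound in PDZ groove · Times – 1 h at RT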
# CAL PDZ FP-2 – untagged CAL PDZ binding inhibitors, primary screen, biochemical, fluorescence polarization, HTS | Golgi-associated PDZ and coiled-coil motif-containing protein (Homo sapiens), Q9HD26 | purified CAL PDZ, TMR-peptide fluorescence polarization, 1 h | inhibition, % at 24.9 µM | actives 0.92% (n = 300,000) | AID 602252, 2012;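 active = mean inhibition of at least 30% with at least half of replicates also reaching 30%; inconclusive = no clear call, values can overlap the other calls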;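 also: 0% = DMSO neutral control and 100% = excess unlabeled competitor peptide PRC23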
# * marks the source's active call; other numbers are inactive results; ? = inconclusive; · = not tested or not shown.
SMILES,SR-BI HDL uptake,Rtt109 Vps75,PfHsp90 yeast 2,MITF act,PvdQ inh,NSD2 HMT inh,dFosB act,SR-BI DiI-HDL act,CAL PDZ FP-1,CAL PDZ FP-2
COc1ccc(OC)c(C2CC(=O)c3c([nH]c(C(=O)OC(C)C)c3C)C2)c1 (configuration not stated),39,1,-14,-20,-5,·,-6,-39,-3.1,2
CC1(C)CN(c2ccccc2)N(Cc2ccc(F)cc2)C1=O,2,-15,8,-8,-21,0,0,-2,-0.9,0
CC(C)CCn1c(=O)c2ccccc2c2ccccc2c1=O,-6,2,·,-13,-14,-7,-9,6,-0.7,-4
COc1c(C)cc(Br)cc1C(=O)NCc1cccnc1,-6,9,-11,-8,-3,3,4,6,-0.9,·
CS(=O)(=O)N1CCN(c2ccccc2NC(=O)c2ccc([N+](=O)[O-])o2)CC1,-4,1,-8,-27,7,-3,-6,4,1.0,0
Cc1cc2oc(C(=O)Nc3cccnc3)c(C)c2cc1C,-6,-10,-23,77,-11,·,1,6,0.6,-5
Fc1ccc(/C=N/N2CCN(Cc3ccccc3)CC2)cc1,13,-5,15,·,-3,6,1,-13,-0.5,·
S=C(Nc1ccc(Br)cc1Cl)N1CCN(c2ccccn2)CC1,-9,5,-22,-6,-17,3,-3,9,-1.2,-1
CC(C)NC(=O)COC(=O)/C=C/c1ccc(F)cc1,-50,10,9,-3,-11,-3,-2,50,0.1,-1
O=C(Nc1ccc2c(c1)OCO2)C1CC(=O)N(c2ccc(F)cc2)C1 (configuration not stated),·,-1,-7,-5,3,1,1,·,-0.5,·
CCOC(=O)c1c(-c2cccs2)csc1NC(=O)CC(C)C,10,3,-2,-7,-6,-4,0,-10,-0.4,-10
CC(C)(C)NC(=O)CN(Cc1cccs1)C(=O)CNS(=O)(=O)c1ccccc1,-11,-3,·,3,-12,0,0,11,-1.8,9
Cc1nnc(SCC(=O)NC(=O)NC(C)C)s1,-12,·,-29,-15,-13,-1,-1,12,0.0,-2
Cc1ccc(S(=O)(=O)NC(N)=NCCc2ccc(Cl)cc2)cc1C,-16,2,1,1,-7,-1,-1,16,0.4,-2
CC(=O)Nc1ccc(NC(=O)C/C(C)=N/NC(N)=S)cc1,65,0,40,1,-12,-3,6,-65,-13,2
O=C1CN(C(=O)c2ccccc2F)C(c2ccccc2)c2cc(F)ccc2N1 (configuration not stated),-27,-2,5,-2,-11,1,-6,27,-0.1,-1
CCC(C)NCC(=O)Nc1ccc(S(N)(=O)=O)cc1 (configuration not stated),-20,-7,-20,8,-9,5,6,20,-0.3,4
COC(=O)[C@H]1C[C@@H]1[C@H](NC(=O)[C@H]1C[C@@H]1[C@H](NC(=O)OCc1ccccc1)c1ccccc1)c1ccccc1,43,-2,-2,-6,1,·,-8,-43,-0.6,-1
CCCOc1cccc(C(=O)N(Cc2ccccc2)C2CCS(=O)(=O)C2)c1 (configuration not stated),-7,1,1,10,-17,3,-3,7,-2.0,-3
COc1ccc(OC)c(/C=C/C(=O)Oc2ccc(C(C)=O)cc2)c1,4,-59,-23,-1,1,-13,1,-4,-1.7,4
CN1C(=O)Cc2cc(S(=O)(=O)N3CCN(c4cccc(Cl)c4)CC3)ccc21,-7,10,-8,-12,-3,-4,1,7,-4.1,-5
O=C(CCc1ccccc1)Nc1ccc(N2CCCCC2)cc1,-9,-7,4,67,3,2,2,9,-2.7,-2
O=S(=O)(NCC1(N2CCOCC2)CCCCC1)c1ccccc1Cl,-11,3,4,-5,6,11,1,11,-2.1,3
CCc1ccccc1NC(=O)C/C(C)=N/NC(=O)COc1ccccc1C,2,-6,-18,7,-11,-1,-1,-2,-1.0,-2
O=C(Nc1ncccc1O)c1ccc(S(=O)(=O)N2CCCC2)cc1,-17,0,13,-21,-14,1,0,17,-1.5,-3
COc1ccc(C(=O)NN2CC(O)=C(c3nc4ccccc4n3C)C2=N)cc1OC,-52,0,0,6,-7,-3,5,52,-2.4,-4
COc1ccc(NC(=O)CSc2nnc(CNC(=O)c3ccco3)n2-c2ccccc2OC)cc1,-6,4,15,-3,-18,0,-2,6,-2.9,-4
COc1ccc([N+](=O)[O-])cc1NC(=O)COC(=O)c1ccccc1C(=O)c1ccccc1,42,·,6,-11,2,-1,-6,-42,-2.4,4
O=C(O)Cc1ccc(NC(=O)Nc2cccc(Cl)c2)cc1,-9,-15,8,18,-9,-1,-5,9,0.1,-9
Cn1ncc2c(=O)n(/N=C/c3ccccc3)cnc21,-29,-12,-4,7,-8,-2,2,29,-0.6,-7
COCC(=O)Nc1ccc(S(=O)(=O)Nc2ccccn2)cc1,4,-10,-2,-6,5,13,-1,-4,-1.5,2
O=C(Nc1ccncc1)c1cccc(S(=O)(=O)N2CCc3ccccc32)c1,28,14,-7,-18,4,0,-6,-28,-2.1,·
O=C(OCc1nnc(-c2ccccc2)o1)c1cc2ccccc2cc1O,-26,10,-41,5,-9,-18,-12,26,-3.2,0
CCOC(=O)C1CCCN(C(=O)CSc2nnc3nc(C)cc(C)n23)C1 (configuration not stated),-18,39,-3,1,2,4,-4,·,-2.6,-9
Cc1cccc(NC(=S)N2CCC(N(C)CC3CCCO3)CC2)c1 (configuration not stated),-3,-3,-29,4,-14,7,-1,3,-0.9,-6
COc1ccccc1Cn1c(=O)c2ccccc2n2c(SCC(=O)N3CCCCC3)nnc12,-8,-3,0,5,8,-2,9,8,-0.5,-6
O=C(NNC(=O)C1CC2CCC1C2)c1ccccc1 (configuration not stated),-12,-1,-33,9,-5,49,-11,12,-0.1,12
Cc1cccc(C(=O)Nc2cc(S(=O)(=O)N3CCOCC3)ccc2N2CCCCC2)c1,-12,2,-3,·,-13,0,-10,12,-1.6,-2
C#CC1(O)CCCC2C3CCC4CC(OC(C)=O)CCC4(C)C3C(=O)CC21C (configuration not stated),-12,3,0,-9,-5,2,-3,12,-0.2,-6
CC(=O)Nc1ccc(NC(=O)C(=O)NCC(c2ccco2)N2CCc3ccccc3C2)cc1 (configuration not stated),14,1,·,-6,-7,3,22*,-14,0.4,-4
Cc1cc(N2CCOCC2)n2cc(-c3ccc(F)cc3)nc2n1,-24,-6,1,6,-4,-2,6,24,-3.1,-1
CS(=O)(=O)c1ccc2nc(NC(=O)CCN3C(=O)c4ccccc4C3=O)sc2c1,-8,2,-6,-9,2,-3,8,8,·,-4
CN(C)CCCNC(=O)C[C@H]1C[C@H](C(=O)N2CCCCC2)[C@@]2(C)c3[nH]c4ccc(Cl)cc4c3CCN2C1=O,-5,-11,-24,20,-15,·,1,5,-1.0,-4
CSc1nc2ccccc2n1C(=O)Oc1ccccc1,-7,1,-19,5,-13,0,0,7,-1.0,·
CC(C)CCNC(=O)CSc1nc2ccsc2c(=O)n1NC(=O)c1ccccc1,46,10,·,4,-20,-3,-5,-46,0.0,·
COc1cc(/C=N/NC(=O)C(=O)NCc2cccnc2)ccc1O,-21,5,-52,2,-3,32,0,21,-0.2,1
Cc1cccc(Cn2c(NCCO)nc3c2c(=O)n(C)c(=O)n3C)c1,2,11,·,-19,1,0,-6,-2,-0.6,-2
Cc1cc(C)c(S(=O)(=O)N2CCN(C(=O)N3CCOCC3)CC2)c(C)c1,-1,-1,18,·,-19,-2,5,1,0.0,6
CCOC(=O)Nc1ccc2c(CN3C(=O)NC4(CCCC4)C3=O)cc(=O)oc2c1,57,-10,15,-9,-2,1,1,-57,-3.7,-2
O=C(NCCN1CCOCC1)c1cccc(S(=O)(=O)N2CCCCCC2)c1,-30,31,1,-3,1,1,-5,30,2.5,-4
# Carrying on.
SMILES,SR-BI HDL uptake,Rtt109 Vps75,PfHsp90 yeast 2,MITF act,PvdQ inh,NSD2 HMT inh,dFosB act,SR-BI DiI-HDL act,CAL PDZ FP-1,CAL PDZ FP-2
CCOc1ccc(-c2cnc3ccccc3n2)cc1,0,4,8,·,90*,-3,-3,0,-2.1,·
O=C(CCn1nc(-c2ccccc2)ccc1=O)N1CCN(c2ccccc2)CC1,-4,-3,6,5,5,3,-6,4,0.2,-2
CC(=O)c1ccc(NC(=O)c2ccccc2Sc2ncnc3sc(C)c(C)c23)cc1,8,·,-9,-3,5,0,-13,-8,-4.5,-2
CS(=O)(=O)NNC(=O)c1cc2cc3ccccc3nc2s1,-33,-2,1,0,-7,-2,-3,33,-0.1,-3
COc1cc(OC)c2c(c1O)OC(c1ccccc1)CC2=O (configuration not stated),-2,7,3,·,14,·,-2,2,1.8,-1
CN(C)C1=NCCN1CC1CCCC1,-20,-4,3,-2,14,·,2,20,-0.1,1
COc1ccc(Br)cc1CNC(=O)C1CCCN(S(C)(=O)=O)C1 (configuration not stated),21,-7,-25,2,-10,-4,3,-21,-0.3,-4
CC(=Nc1ccc(C)c(C)c1)C1=C(O)CCC1=O,-10,-2,9,16,11,1,-6,10,1.0,·
COc1ccc(C2/C(=C(/O)c3ccccc3)C(=O)C(=O)N2c2ccccn2)cc1OC (configuration not stated),-18,-2,3,5,-8,1,6,18,-0.1,-3
CCOC(=O)N1CCN(C(c2cccnc2)c2ccc3cccnc3c2O)CC1 (configuration not stated),-24,?,8,-10,9,·,-1,24,-0.2,-1
COC(=O)CC(c1ccc(C(C)C)cc1)n1cccc1 (configuration not stated),-15,3,-21,3,-4,1,-7,15,0.2,·
